OX1R antag – blocks the human orexin 1 receptor; O43613; CHO/OX1R cells, Fluo-8 calcium fluorescence, orexin A; inhibition, % at 5 µM; hit rate 0.43% among 330,000; AID 434989;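 active = inhibition above its plate's threshold, mean inhibition of all tested compounds on the plate plus 3 SD, cut at about 37% in these data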;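 also: 0% = orexin A challenge wells and 100% = SB-334867-A antagonist wells; not every result past the cut was called active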
Target sequence (O43613 whole entry, looked up): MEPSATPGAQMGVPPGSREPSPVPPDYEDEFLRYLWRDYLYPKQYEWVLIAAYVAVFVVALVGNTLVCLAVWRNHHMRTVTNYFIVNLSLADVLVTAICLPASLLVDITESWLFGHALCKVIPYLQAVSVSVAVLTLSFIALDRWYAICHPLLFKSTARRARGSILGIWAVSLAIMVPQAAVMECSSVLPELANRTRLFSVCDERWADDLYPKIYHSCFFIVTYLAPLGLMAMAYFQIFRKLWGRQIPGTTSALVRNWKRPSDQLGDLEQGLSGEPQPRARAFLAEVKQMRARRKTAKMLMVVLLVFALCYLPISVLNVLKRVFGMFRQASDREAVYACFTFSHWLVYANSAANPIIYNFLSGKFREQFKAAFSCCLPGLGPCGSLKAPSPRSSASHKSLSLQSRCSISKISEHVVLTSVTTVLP
CHT PAM – allosteric activators of human choline transporter CHT; hit rate 0.49% among 310,000; B-score at 10 µM; CHT-expressing cells, membrane potential dye, choline EC20; hits give high values; LV-AA mutant CHT in HEK293 cells; AID 488977;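 active = initial fluorescence not abnormally high and integrated response B-score, plate-corrected, over 3 SD above library mean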
Target sequence (Q9GZV3 whole entry, looked up): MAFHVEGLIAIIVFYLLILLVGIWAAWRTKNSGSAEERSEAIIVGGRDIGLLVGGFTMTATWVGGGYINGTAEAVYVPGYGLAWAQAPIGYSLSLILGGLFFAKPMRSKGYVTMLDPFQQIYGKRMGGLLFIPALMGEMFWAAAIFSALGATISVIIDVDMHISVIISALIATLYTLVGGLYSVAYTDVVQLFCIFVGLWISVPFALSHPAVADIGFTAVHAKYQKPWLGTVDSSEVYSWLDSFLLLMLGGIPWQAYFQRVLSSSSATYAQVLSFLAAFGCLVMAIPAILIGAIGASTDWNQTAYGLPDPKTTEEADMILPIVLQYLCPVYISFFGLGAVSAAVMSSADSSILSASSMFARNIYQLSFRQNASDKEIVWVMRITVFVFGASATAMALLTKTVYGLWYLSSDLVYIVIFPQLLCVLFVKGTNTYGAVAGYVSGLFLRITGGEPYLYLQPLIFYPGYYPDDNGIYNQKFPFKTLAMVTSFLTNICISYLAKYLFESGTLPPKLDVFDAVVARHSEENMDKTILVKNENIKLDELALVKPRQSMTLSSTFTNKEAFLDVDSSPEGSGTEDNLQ
The depositor's hits bear a star; i = inactive; / = not tested or not shown.

SMILES	OX1R antag	CHT PAM
CCOC(=O)Cc1csc(NC(=O)C(C)c2ccc([N+](=O)[O-])cc2)n1 (configuration not stated)	-2	i
Cc1nc2ccccc2cc1C(=O)N/N=C/c1ccc([N+](=O)[O-])cc1	-56	i
CCCCCCCCCS(=O)(=O)N/N=C/c1cccc([N+](=O)[O-])c1	-16	i
Cc1ccc(C2C(C#N)=C(N)Oc3nc(-c4ccccc4)[nH]c32)o1 (configuration not stated)	-16	i
CC(=O)c1ccc(OC(C)C)c(CN2CCCCC2)c1	-39	i
Cc1ccc(NC(=O)CN(C)CCOc2ccccc2)c([N+](=O)[O-])c1	-41	i
Cc1cc(SCC(=O)OCC(=O)NCc2ccc3c(c2)OCO3)c(C)cc1Br	-2	i
Cc1ccc(N=C2CCCCCN2C)c(C#N)c1	5	i
CCCCC1=NN(C(=O)c2ccco2)C(O)(C(F)(F)F)C1 (configuration not stated)	-20	i
CC(C)(C)C(=O)NCCCc1nc2ccccc2n1CCCOc1ccc(Cl)cc1	-9	12*
CC(C)NC(=O)CN(Cc1ccc(F)cc1)C(=O)CCC(=O)Nc1ccccn1	-18	i
CCOc1nc(Nc2ccccc2)nc(OCC)n1	-21	i
CCOc1ccc(N(CC)C(=O)c2nn(-c3ccc(OC)cc3)c(=O)c3c2c2ccccc2n3C)cc1	-28	i
Cn1c(=O)[nH]c(=O)c2cc(C(=O)c3cc(F)ccc3O)cnc21	-7	i
O=C(NCc1ccncc1)C12CC3CC(CC(Cl)(C3)C1)C2	-17	i
CCCNC(=O)OC[C@H]1O[C@H](CCO/N=C/c2ccc(C(=O)N3[C@H](c4ccc(C)cc4)[C@@H](C)CC[C@H]3C(=O)OC)cc2)C=C[C@@H]1Oc1ccc(OC)cc1	-15	i
CSc1ccccc1C(=O)Nc1ncc(C)s1	-6	i
Nc1nc(SCC(=O)NCc2ccc(F)cc2)[nH]c(=O)c1NC(=O)c1ccc(Cl)cc1	-16	i
Cc1ccc(C)n1-c1sc2c(c1C#N)CCC(C)C2 (configuration not stated)	-3	i
O=C(N=C1SC2CS(=O)(=O)CC2N1c1ccc(F)c(Cl)c1)C1CC1 (configuration not stated)	-10	i
NS(=O)(=O)c1ccc(N/N=C/c2ccc[nH]2)c([N+](=O)[O-])c1	1	i
CCCCCOc1ccc(C(=O)Nc2ccc(N3CCOCC3)cc2N2CCOCC2)cc1	-10	/
COc1ccc2c(c1OC)C(=O)OC2Nc1nc(-c2cc3cc(Br)ccc3oc2=O)cs1 (configuration not stated)	-22	i
O=C(CN1C(=O)COc2ccc(Cl)cc21)Nc1ccc2c(c1)OCCO2	3	i
Cc1ccc(NC(=O)C2CCN(S(=O)(=O)c3ccc4c(c3)OCCCO4)CC2)nc1	-16	i
COc1ccc(N2CCN(CC(O)COc3ccccc3[N+](=O)[O-])CC2)cc1 (configuration not stated)	-16	i
O=C(c1nc2ccccc2s1)N1CCN(c2ccccn2)CC1	-20	i
O=[N+]([O-])c1ccc(/C=N/Nc2nc3ccccc3o2)cc1	12	i
Cc1ccc(Oc2coc3cc(O)ccc3c2=O)cc1	-15	i
COc1ccc(S(=O)(=O)Oc2cccc(/C=N/N=C3/NC(=O)C(CC(=O)O)S3)c2)cc1 (configuration not stated)	-26	i
COc1ccc(NCc2nc3ccccc3n2C)cc1	-3	i
O=C(Cc1cccs1)Nc1ccccn1	-23	i
CSc1ccc(Cc2ccc(Cl)cc2Cl)nn1	-11	i
CC(=O)Nc1ccc(S(=O)(=O)N2CCN(CCCOc3cc(C)ccc3C)CC2)cc1	7	i
O=C1N[C@H]2CC=C[C@H]2N(Cc2cccs2)c2ccccc21	8	/
O=S(=O)(c1ccc(NC(=S)NCCC(c2ccccc2)c2ccccc2)cc1)N1CCOCC1	3	i
COc1cc(C(C)=O)ccc1Oc1cc(NN2CCCCC2)c([N+](=O)[O-])cc1[N+](=O)[O-]	-16	i
CS(=O)(=O)N(CC(=O)Nc1ccccc1Sc1ccccc1)C1CCCCC1	-22	i
COc1ccc(OC)c(CNC(=O)Cc2c(C(=O)O)[nH]c3ccccc23)c1	-8	i
CC(NCCOc1ccccc1F)C(=O)Nc1ccc(S(N)(=O)=O)cc1 (configuration not stated)	-22	i

Structures shown so far that contain fluorine, in the order listed:
SMILES	OX1R antag	CHT PAM
CCCCC1=NN(C(=O)c2ccco2)C(O)(C(F)(F)F)C1 (configuration not stated)	-20	i
CC(C)NC(=O)CN(Cc1ccc(F)cc1)C(=O)CCC(=O)Nc1ccccn1	-18	i
Cn1c(=O)[nH]c(=O)c2cc(C(=O)c3cc(F)ccc3O)cnc21	-7	i
Nc1nc(SCC(=O)NCc2ccc(F)cc2)[nH]c(=O)c1NC(=O)c1ccc(Cl)cc1	-16	i
O=C(N=C1SC2CS(=O)(=O)CC2N1c1ccc(F)c(Cl)c1)C1CC1 (configuration not stated)	-10	i
CC(NCCOc1ccccc1F)C(=O)Nc1ccc(S(N)(=O)=O)cc1 (configuration not stated)	-22	i

Next part.
SMILES	OX1R antag	CHT PAM
COc1ccc(Cc2n[nH]c(=O)c3ccccc23)cc1OC	-17	i
NNC(=O)c1ccc(CSc2cccc3cccnc23)cc1	-19	i
CC(C)c1ccc2[nH]c3c(c2c1)[C@@H]1CCN2C(=O)CCC[C@H](C3)[C@H]12	-23	i
CCOCCCn1c(=N)c(C(=O)NCCN2CCOCC2)cc2c(=O)n3cccc(C)c3nc21	-18	i
C[C@H](CO)N1C[C@H](C)[C@@H](CN(C)C(=O)Nc2ccc(C(F)(F)F)cc2)Oc2ccc(NC(=O)Cc3ccccc3)cc2C1=O	-4	/
COc1ccc(NC(=O)CN2C(=O)c3ccccc3Sc3ccc(C(=O)N4CCOCC4)cc32)c(OC)c1	-30	i
O=[N+]([O-])c1cccc(-n2nnnc2CNCc2ccccc2)c1	-10	i
CC(C)(C)NCCOc1ccc2ccccc2c1	-5	i
COc1cc(CNCCc2c[nH]c3ccccc23)ccc1OCc1ccccc1F	12	i
COc1ccc(C(=O)Nc2nnc(CCS(=O)(=O)c3ccc(C)cc3)s2)cc1	-31	i
CS(=O)(=O)N(Cc1ccc(Cl)cc1)c1ccc(C(=O)N/N=C/c2cc3ccccc3nc2Cl)cc1	-21	i
CN(C(=O)COC(=O)c1ccc(Br)c([N+](=O)[O-])c1)c1c(N)n(Cc2ccccc2)c(=O)[nH]c1=O	-11	i
CCc1nn(CC(=O)NCc2cccnc2)c(=O)c2cc3occc3n12	-3	i
CCN1CCN(C(=O)CN(CCc2ccccc2)S(C)(=O)=O)CC1	-12	i
Cc1ccc2nc(-c3ccccc3N)[nH]c2c1	-23	i
CCC(CC)C(=O)c1c[nH]c(C(=O)NN)c1	-9	i
COC(=O)c1ccc(-c2nc(-c3ccc(Br)o3)no2)cc1	-5	i
O=C(O)c1ccccc1N(Cc1ccccc1)C(=O)CO/N=C/c1ccccc1	-2	i
COC(=O)CN1C(c2cccc(Cl)c2)=Nc2ccc(Cl)cc2C1c1ccccc1 (configuration not stated)	-29	i
CCOC(=O)c1cc(-c2ccco2)nn1-c1ccc(C)cc1	-39	i
N#CCOc1ccccc1P(=O)(c1ccccc1)c1ccccc1	-25	i
Cc1nc([N+](=O)[O-])cn1CC(O)c1ccc(-c2ccccc2)cc1 (configuration not stated)	14	i
CCc1nnc(NC(=O)CSc2nnc(Cc3ccc(OC)cc3)o2)s1	-5	i
O=C(O)CCNS(=O)(=O)c1ccc(Oc2ccccc2Cl)cc1	-4	i
O=C(N/N=C/c1coc2ccccc2c1=O)c1cc(Br)c(O)c(Br)c1	/	i
Cn1c(CN2CCCCC2)c(C#N)c2ccccc21	-20	i
Cc1ccc(S(=O)(=O)N[C@@H](Cc2ccccc2)C(=O)CCl)cc1	-7	i
O=C(CCCN1C(=O)CCC1=O)Nc1ccccc1F	-10	i
COc1ccc(C(=O)/C=C/Nc2ccc(NC(C)=O)cc2)cc1OC	-14	i
O=C1CS/C(=N/N=C2C3CC4CC(C3)CC2C4)N1	-1	i
CC(Oc1ccc(C#N)cc1)C(=O)NC1CCCC1 (configuration not stated)	-14	/
CCOC(=O)c1c(C)n(OCc2ccccc2)c2ccc3c(no[n+]3[O-])c12	-26	i
COc1ccc(C(=O)c2nccc3cc(OC)c(OC)cc23)cc1OC	-25	/
Cc1c(-c2ccccn2)c(=O)[nH]n1-c1ccc(F)cc1	-14	i
CC1CCN(CC(=O)Nc2ccc(C(=O)N3CCCCC3)cc2)CC1	-15	i
CCS(=O)(=O)Nc1ccc(C2=NN(C(C)=O)C(c3cccs3)C2)cc1 (configuration not stated)	-5	i
C[C@H](NC(=O)c1cccc([N+](=O)[O-])c1)C(=O)OCC(=O)c1ccccc1Br	13	/
COc1ccc(NC(=O)CN(C)C(=O)c2cn(-c3ccccc3)nc2-c2ccc(Cl)cc2)cc1	-19	i
CN(C)CCCNS(=O)(=O)c1ccc(N2CCN(Cc3ccc4c(c3)OCO4)CC2)c([N+](=O)[O-])c1	-9	i
CCN(C(=O)CCNC(=O)Cn1cnc2ccccc2c1=O)c1ccccc1F	-2	i
O=C(COc1ccccc1)N1CCN(C(=O)c2ccco2)CC1	-1	i
CC1=C(C(N)=O)C(c2ccccc2[N+](=O)[O-])n2ncnc2N1 (configuration not stated)	-10	i
Cc1cc(-c2ccc(N3CCOCC3)cc2)nc2ccccc12	32	i
CCOC(=O)N1CCN(C(=O)c2cc3c(ccc4ccccc43)oc2=O)CC1	-9	i
C=CCn1ccc2c([N+](=O)[O-])cccc2c1=O	13	i
CCC(CC)C(=O)Nc1cc([N+](=O)[O-])ccc1Cl	-10	i
Cc1cc2c(cc3c(=O)n(CC(=O)NCCCN4CC(C)CC(C)C4)ncn32)s1 (configuration not stated)	-12	i
CC(=O)Oc1ccc2c(C)cc(=O)[nH]c2c1	2	i
CC(=O)Nc1ccc(-c2csc(NC(=O)CC(NC(C)=O)c3ccccc3)n2)cc1 (configuration not stated)	-9	i
CCSc1nnc(NC(=O)C(CC)(C(F)(F)F)C(F)(F)F)s1	5	i
Going on with the list:
SMILES	OX1R antag	CHT PAM
O=C(Nc1ccncc1NC(=O)c1cccc([N+](=O)[O-])c1)c1cccc([N+](=O)[O-])c1	3	i
CCCNC(=O)CC1C(=O)N(Cc2ccccc2)C(C)c2nc3ccccc3n21 (configuration not stated)	-16	i
COc1cccc(NC(=O)c2ccccc2N2C(=O)C3C4C=CC(C5CC45)C3C2=O)c1 (configuration not stated)	-8	i
Cc1ccccc1-n1c(SCc2cccc(F)c2)nc2[nH]ncc2c1=O	-18	i
COc1cc(/C=C(/C(=O)c2cccs2)c2nc3ccccc3[nH]2)cc(OC)c1O	-29	i
CCNC(=O)CNC(=O)c1nn(Cc2ccccc2)c(=O)c2ccccc12	-24	i
O=C(NC1CCc2ccccc21)C12CN(Cc3ccccc3)CC1C(c1cccc([N+](=O)[O-])c1)=NO2 (configuration not stated)	-20	i
COc1ccc(C2=NOC(C(=O)Nc3cccc(O)c3)C2)cc1 (configuration not stated)	-3	i
O=C(Nc1ccc(N2CCOCC2)cc1)c1cccc(S(=O)(=O)N2CCC(Cc3ccccc3)CC2)c1	-5	i
NS(=O)(=O)c1ccc(CCNS(=O)(=O)c2ccc3c(c2)NC(=O)CO3)cc1	-9	i

Single values from the entries so far.
OX1R antag with `CC1=C(C(N)=O)C(c2ccccc2[N+](=O)[O-])n2ncnc2N1` (configuration not stated) : -10
OX1R antag with `CCOCCCn1c(=N)c(C(=O)NCCN2CCOCC2)cc2c(=O)n3cccc(C)c3nc21` : -18
OX1R antag with `O=S(=O)(c1ccc(NC(=S)NCCC(c2ccccc2)c2ccccc2)cc1)N1CCOCC1` : 3

New compounds follow.
SMILES	OX1R antag	CHT PAM
CCOC(=O)c1c(C)n(-c2ccc(OC)cc2)c2ccc(O)c(CN(C)C)c12	-15	6.5*
Cc1cccn2c(=O)c(C=NCc3ccco3)c(Nc3ccc(SC(F)F)cc3)nc12	-4	i
COc1ccc(N2CCN(Cc3nc4c(c(=O)[nH]c(=O)n4C)n3CC(C)=O)CC2)cc1	-11	i
CC[C@H](C)[C@H](NC(N)=O)C(=O)NCCc1ccc(Cl)cc1Cl	-5	i
O=C(Cc1ccc(-n2c(=O)c3ccccc3n(Cc3ccccc3F)c2=O)cc1)NCC1CCCO1 (configuration not stated)	-13	i
COc1ccc(NC(=O)C2CC(=O)N=C(N)S2)cc1 (configuration not stated)	-7	i
N#CC1=C(N)NC(SCC(=O)Nc2ccccc2)=C(C#N)C12CCCCC2	6	i
Oc1c(CN2CCOCC2)cc(COCc2ccccc2)c2cccnc12	-39	i
CC(C)CNC(=S)N1CCC(C(=O)c2ccc(F)cc2)CC1	-20	i
COCCN(C(=O)c1csnn1)C(C(=O)NC1CCCCC1)c1ccc(Cl)cc1 (configuration not stated)	-25	i
CCOC(=O)c1c(NC(=O)CSc2nnc(-c3ccccc3)o2)sc(C(C)=O)c1C	-23	i
O=C(N/N=C/c1cc(Br)c(Br)o1)c1cccnc1	15	i
COc1ccc(C2CC(c3ccc(Cl)cc3)=NN2C(C)=O)cc1 (configuration not stated)	-19	i
O=C(CN1CCC(c2nc3ccccc3s2)CC1)NCc1ccccc1	-38	i
Cc1ccc(-c2csc(C3=C(O)CN(NC(=O)c4ccc([N+](=O)[O-])cc4)C3=N)n2)cc1	-6	i
Cc1cc2c(c(=O)o1)C(C13C=CC(CC1)C3)C(C#N)=C(N)O2 (configuration not stated)	4	i
Cc1csc(=O)n1CC(=O)Nc1nc2ccccc2s1	2	/
CC1(C)CC(=O)C(=Cc2cn(-c3ccccc3)nc2-c2ccccc2)C(=O)C1	-4	i
COc1ccc(NCc2nnc(SCC(=O)N3CCCc4ccccc43)n2C)cc1	-11	i
O=C(CCNc1n[nH]c(=O)[nH]c1=O)N/N=C/c1ccc(Cl)cc1	-2	i

Some of these compounds in order of molar mass, ascending.
SMILES	OX1R antag	CHT PAM
Cc1cc2c(c(=O)o1)C(C13C=CC(CC1)C3)C(C#N)=C(N)O2 (configuration not stated)	4	i
COc1ccc(C2CC(c3ccc(Cl)cc3)=NN2C(C)=O)cc1 (configuration not stated)	-19	i
O=C(CN1CCC(c2nc3ccccc3s2)CC1)NCc1ccccc1	-38	i

Screening results as filed in PubChem BioAssay.
